CF NFkB inh: blocks PAF-induced NF-kB reporter in cystic fibrosis cells; inhibition, % at 5 µM; AID 588850; KKLEB NF-kB-GFP reporter, GFP fluorescence overnight; 360,000 compounds, 0.86% hits;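 active = at least 50% inhibition at 5 µM, scaled per plate between neutral and stimulator controls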;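 also: PAF is a Pseudomonas aeruginosa culture filtrate used as stimulus; plate controls were PAF-stimulated DMSO wells for no effect and unstimulated DMSO wells for full effect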
TROY NFkB inh: TROY signaling inhibition. Q293 LMP1-TROYcd NF-kB luciferase reporter, 4 h. inhibition, % at 10 µM. 360,000 compounds, 0.98% hits;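 active = compounds whose plate-normalised and pattern-corrected inhibition of the luciferase reporter signal at the single screening dose is 50% or more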
KKLEB cytotox: reduces viability of KKLEB cystic fibrosis airway cells | KKLEB CF airway cells viability, ATPlite luminescence, overnight; stronger effect = lower value; cells stimulated with P. aeruginosa culture filtrate | activity change (cytotoxicity), % at 5 µM | 360,000 compounds, 0.36% hits | AID 602141;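 active = corrected activity change at or below -50% at 5 µM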
Peg3 prom inh: Peg3 promoter activity inhibition; HeLa PEG-Prom luciferase reporter, luminescence, overnight; inhibition, % at 20 µM; 360,000 compounds, 1.7% hits;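 active = inhibition of at least 50% at 20 µM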
Shn3 inh set2: inhibitors of Schnurri-3 3'UTR reporter in osteoblasts; inhibition, % at 12.5 µM; Clone20 osteoblast Shn3 3'UTR firefly luciferase, 24 h; 360,000 compounds, 0.52% hits; AID 588674;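 active = mean inhibition of at least 75% with every replicate also reaching 75%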;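 also: 0% = median of neutral control wells and 100% = pilot-screen positive control compound; some compounds past the cut are filed as inactive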
TWEAK Fn14 block: blocks TWEAK-Fn14 interaction in a reporter cell assay. TWEAK-stimulated Fn14 reporter cells, luciferase luminescence, 8 h. inhibition, % at 10 µM. 360,000 compounds, 2% hits. AID 1159606; in the data active = inhibition above about 50%
NR2E3 ag-1: NR2E3 (human) agonism. inhibition of corepressor binding, % at 4.78 µM. 320,000 compounds, 0.12% hits. Q9Y5X4. AID 2300. GST-NR2E3/biotin-RetCOR TR-FRET, 1536-well;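 active = percent inhibition above the cutoff of mean plus 3 SD of all tested compounds, set per screening campaign, cut at about 20% in these data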;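 also: 0% = DMSO wells and 100% = biotin wells as full block of FRET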
Target sequence (Q9Y5X4 whole entry, looked up): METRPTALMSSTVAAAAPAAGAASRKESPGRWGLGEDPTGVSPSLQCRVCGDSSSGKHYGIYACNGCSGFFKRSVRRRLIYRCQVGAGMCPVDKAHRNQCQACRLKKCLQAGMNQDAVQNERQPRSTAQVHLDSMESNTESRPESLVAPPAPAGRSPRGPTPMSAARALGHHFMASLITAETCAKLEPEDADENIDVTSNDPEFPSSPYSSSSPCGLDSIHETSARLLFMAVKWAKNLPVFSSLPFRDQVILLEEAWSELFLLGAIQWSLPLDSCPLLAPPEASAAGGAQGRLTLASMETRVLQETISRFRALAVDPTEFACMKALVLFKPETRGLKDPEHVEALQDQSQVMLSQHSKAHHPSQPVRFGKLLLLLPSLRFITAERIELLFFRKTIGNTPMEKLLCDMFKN
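Format: 1536-well format; test system: GST-NR2E3 and biotin-RetCOR proteins; read-out basis: percent inhibition of TR-FRET ratio; timing: 5 h incubation at 4 °C; detection: time-resolved FRET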
C8 TRAIL sens: sensitizes caspase-8 expressing cells to TRAIL | inhibition (viability loss, TRAIL sensitization), % at 10 µM | 360,000 compounds, 1% hits | NB7+C8 cells + TRAIL, ATPlite viability luminescence | AID 624354;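 active = compounds causing at least 50% loss of cell viability in the single-dose screen, relative to plate controls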
HIF-2a inh: HIF-2a inhibition; 786-0 RCC cells HIF-2a reporter, luciferase luminescence, overnight; inhibition, % at 18.8 µM; 360,000 compounds, 0.72% hits;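 active = inhibition of the luminescence signal of 40% or more relative to plate controls, in a single-dose primary screen at 18.75 µM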
NR2E3 ag-2: activates human NR2E3 receptor; Q9Y5X4; CHO-S Gal4-NCOR/VP16-NR2E3 two-hybrid, luciferase; inhibition of corepressor binding, % at 3.98 µM; 360,000 compounds, 0.35% hits; AID 602229;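 active = inhibition above the mean of all tested compounds plus 3 SD, cut at about 70% in these data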;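 also: 0% = DMSO with NR2E3 transfected cells and 100% = cells lacking NR2E3 construct; higher means lower luciferase signal from less NR2E3 corepressor binding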
MITF TRPM1 inh: MITF TRPM1 promoter inhibition in SK-MEL-5 cells. 330,000 compounds, 0.83% hits. AID 488899. SK-MEL-5 TRPM1 promoter luciferase, 24 h. inhibition, % at 12.5 µM;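 active = mean inhibition across replicates of 60% or more, whatever share of single replicates reaches that level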; also: values of inactives mirror those of a sister screen read the other way
Numbers without * were called inactive; nt = no result given.

SMILES | CF NFkB inh | TROY NFkB inh | KKLEB cytotox | Peg3 prom inh | Shn3 inh set2 | TWEAK Fn14 block | NR2E3 ag-1 | C8 TRAIL sens | HIF-2a inh | NR2E3 ag-2 | MITF TRPM1 inh
CN(C)C(=O)c1ccc(NC(=O)c2ccc(-c3ccc(Cl)cc3)o2)cc1 | -1.9 | -29.3 | -8.9 | -18.6 | 57.4 | -25.5 | 5.0 | 7.3 | -16.1 | -20.1 | -18.5
COc1ccc(C2=CC(=O)CC(C)(C)C2)cc1 | 2.8 | -17.0 | -12.6 | -86.1 | -51.7 | -8.4 | 1.7 | -3.9 | -81.0 | -40.9 | -17.8
Cc1ccnc(NC(=O)c2cc(-n3cnnc3)ccc2Cl)c1 | -4.2 | 0.6 | 15.9 | -29.0 | 3.4 | 11.1 | 3.7 | 2.0 | 2.9 | 4.3 | 13.5
O=C(c1cc2ncccn2n1)N1CCc2c([nH]c3ccccc23)C1c1ccccc1F (stereo not drawn) | -16.0 | 9.7 | 13.7 | 7.9 | -25.4 | 7.8 | 0.8 | -14.7 | 20.9 | 11.7 | 10.2
COc1cc(O)cc(/C=C/c2ccccc2)c1 | -5.0 | -66.8 | -6.6 | -273.4 | -34.7 | -7.4 | nt | 20.9 | -365.9 | -120.4 | -87.6
CC(=O)c1c(C)[nH]c(C(=O)OCC(=O)N(CC(C)C)C2CCS(=O)(=O)C2)c1C (stereo not drawn) | -1.3 | 9.0 | 4.7 | -1.2 | -11.3 | 7.7 | nt | 10.9 | 13.3 | 8.6 | 1.7
CC(C)NC(=S)NNC(=O)C12CC3CC(CC(C3)C1)C2 | 1.8 | -15.7 | 8.3 | 13.2 | -55.2 | 3.0 | 3.9 | 6.3 | 7.5 | 10.6 | -16.5
COc1ccccc1CNC(=O)C1(C)CCN1C(=O)Cc1ccc(-c2ccccc2)cc1 (stereo not drawn) | 12.1 | 14.8 | -8.5 | 20.9 | 1.6 | 17.1 | nt | 28.5 | 13.4 | 33.1 | nt
Cc1cc(C)n(-c2nc3ccccc3c(=O)n2OCc2ccc(F)cc2)n1 | 4.6 | -21.7 | -3.3 | -2.0 | -3.6 | -29.0 | 3.4 | 3.4 | -21.1 | -2.8 | 17.6
COc1ccc(F)cc1S(=O)(=O)N1CCC2(CC1)OCCN2S(=O)(=O)c1cccs1 | 15.6 | -17.9 | -15.5 | -1.1 | 0.3 | -15.9 | 0.3 | 1.8 | 15.1 | -13.1 | 7.4
CCc1nc2ccc(C(=O)Nc3cccc(NS(C)(=O)=O)c3)cn2c1N(C)Cc1nccn1C | 0.2 | -4.0 | -11.6 | 7.4 | -11.7 | -4.5 | nt | 0.0 | 7.8 | -6.3 | nt
Cc1ccc(Sc2c(C)nn(C(=O)CNS(=O)(=O)c3ccc(F)cc3)c2C)cc1 | 13.4 | -10.3 | -10.3 | 2.6 | -41.0 | 18.9 | -2.6 | 8.6 | -4.7 | 3.3 | -6.5
O=S(=O)(NCC(c1ccccc1)N1CCNCC1)c1ccc(Cl)cc1 (stereo not drawn) | 1.4 | 13.8 | 6.4 | 8.2 | 16.5 | 9.0 | -0.5 | 12.7 | -5.3 | -6.6 | 4.4
CN1CCN(C2Cc3ccc(Cl)cc3Sc3ccc(F)cc32)CC1 (stereo not drawn) | 25.9 | -40.0 | -12.0 | 76.0* | 12.4 | -46.1 | -2.5 | 24.1 | -4.2 | 9.6 | nt
CNNC(=S)NCCC1=CCCCC1 | -3.5 | -31.6 | 0.9 | -13.4 | 5.2 | -21.8 | 3.7 | 1.0 | -8.8 | -6.3 | 9.4
Cc1nc2nc(C)c(NS(=O)(=O)c3cccs3)c(=O)n2[nH]1 | 4.8 | -1.7 | 1.2 | 16.7 | 0.1 | 2.4 | 2.0 | -22.5 | 11.8 | -28.3 | 1.8
CC1(C)N=c2ccc([N+](=O)[O-])c(N)c2=[N+]1[O-] | -31.5 | 4.3 | 11.7 | -8.4 | -9.0 | 12.3 | -17.0 | 0.1 | 3.2 | -6.5 | 17.1
CC(=O)Nc1ccc(SCC(=O)c2c(N)n(Cc3ccccc3)c(=O)n(C)c2=O)cc1 | 7.8 | 4.2 | -16.6 | 10.6 | 19.4 | 12.1 | 1.6 | 4.7 | -59.5 | -10.6 | -10.5
CCOC(=O)C1(CCOC)CCN(C2C3CC4CC(C3)CC2C4)CC1 (stereo not drawn) | -11.8 | 9.3 | -3.3 | 8.8 | -4.2 | 4.8 | 1.4 | 7.6 | 16.0 | 5.1 | -8.6
CCCCN(C(=O)c1cccs1)C1CCS(=O)(=O)C1 (stereo not drawn) | 3.0 | -2.7 | -10.0 | 15.2 | 9.8 | -5.8 | -2.0 | -5.3 | 8.8 | 10.3 | 3.6
COc1ccc(NC(=O)COC(=O)c2ncc(Cl)c(Cl)c2Cl)c(OC)c1 | -2.2 | 12.6 | -1.4 | 2.3 | -41.6 | -4.9 | -0.3 | 0.9 | 16.7 | -9.3 | 13.2
Cc1cc(OCC(=O)NCc2ccccn2)c2c(C)cc(=O)oc2c1 | -35.0 | -5.4 | 10.3 | 10.4 | -5.6 | -8.1 | -1.5 | 5.4 | 3.8 | -17.0 | -2.7
Cc1nc2ccsc2c(=O)n1-c1ccc(Cl)cc1 | -10.5 | -10.8 | -27.3 | 11.4 | 14.0 | 7.2 | 0.0 | -14.9 | 15.3 | -5.0 | 13.4
CCOc1ccc(N2C(=O)CC(SC(=NC)Nc3ccc4c(c3)OCO4)C2=O)cc1 (stereo not drawn) | 4.6 | 1.6 | 1.0 | 21.6 | 11.7 | 1.8 | 1.7 | 22.7 | 8.1 | -22.9 | 7.6
Cc1cccc(OCCC(=O)NCC(=O)Nc2cccc(C)c2C)c1 | 14.8 | -0.9 | 12.1 | 13.2 | -20.2 | -2.0 | 2.6 | -8.4 | 14.8 | 2.4 | 3.5

Results in MITF TRPM1 inh, for some of the entries so far:
compound | MITF TRPM1 inh
Cc1ccnc(NC(=O)c2cc(-n3cnnc3)ccc2Cl)c1 | 13.5
COc1ccc(C2=CC(=O)CC(C)(C)C2)cc1 | -17.8

Next section.
SMILES | CF NFkB inh | TROY NFkB inh | KKLEB cytotox | Peg3 prom inh | Shn3 inh set2 | TWEAK Fn14 block | NR2E3 ag-1 | C8 TRAIL sens | HIF-2a inh | NR2E3 ag-2 | MITF TRPM1 inh
CCn1c(CC(=O)Nc2ccccc2F)nnc1SCC(=O)Nc1nnc(C)s1 | -6.4 | 2.8 | 0.8 | 7.6 | -17.5 | 13.7 | 2.3 | 8.6 | 4.5 | -18.2 | 0.8
COc1ccccc1Nc1nc(N)nc(CSc2ncccn2)n1 | -0.6 | -6.8 | 2.7 | -78.0 | -22.9 | -9.1 | 2.3 | -11.2 | -80.9 | -26.1 | -30.1
Cc1ccc(N/N=C(\C#N)C(N)=S)cc1C | 67.1* | 57.6* | -0.4 | -7.8 | -34.8 | 62.2* | -2.1 | 16.4 | -80.4 | -9.3 | 2.2
Cc1ccccc1N(C(=O)c1csnn1)C(C(=O)NC1CCCCC1)c1ccncc1 (stereo not drawn) | -10.9 | 11.7 | -0.9 | 16.4 | -1.2 | 14.3 | 4.7 | 1.5 | 8.6 | -22.6 | -5.2
CCCC(=O)Nc1ccc(Cl)c(NC(=O)C(C)(C)C)c1 | 0.0 | 2.1 | -0.6 | 7.0 | -5.8 | -16.8 | -1.6 | 5.5 | 2.0 | -15.5 | 12.4
Cc1coc2c1c(C)cc1oc(=O)c(CC(=O)NCC(=O)O)c(C)c12 | -12.6 | -11.0 | -5.3 | 8.2 | -4.7 | 0.5 | nt | -17.6 | 14.3 | -4.0 | -6.6
CCOC(=O)N1CCN(c2cc(=O)n(-c3ccc(OC)cc3)c(=O)[nH]2)CC1 | 2.6 | -1.8 | -8.6 | 4.9 | 21.2 | 4.8 | 0.1 | -10.1 | 24.6 | 2.6 | -0.2
CCOc1ccccc1Oc1coc2cc(OC)ccc2c1=O | -11.3 | -52.2 | 6.6 | -117.1 | -34.8 | 1.1 | -5.0 | -14.4 | -183.3 | -27.6 | -31.6
O=C(CSc1nnc(CNC(=O)c2ccccc2)o1)NCc1ccc(F)cc1 | -52.5 | 21.1 | 18.0 | 7.8 | 5.6 | 6.1 | 3.6 | -14.2 | 8.1 | 17.5 | 2.2
N#Cc1ccccc1NC(=O)COC(=O)c1ccc(F)cc1F | 16.2 | 9.8 | -14.4 | 18.9 | 9.0 | -1.9 | -0.5 | -2.2 | 5.9 | 7.6 | 6.5
O=S(=O)(Nc1cccc(-c2ccc3nncn3n2)c1)c1cccs1 | -9.5 | -1.1 | -2.1 | 17.3 | -5.2 | -1.4 | -4.7 | -1.2 | 17.0 | 7.8 | 9.3
CCSc1ncc(Cl)c(C(=O)Nc2ccccc2F)n1 | -18.7 | -9.9 | 9.6 | 6.2 | -6.5 | 19.6 | 5.3 | 14.6 | -19.5 | -24.9 | 8.2
CCCCc1nc2cc(C(=O)N3CCCCC3CCO)ccc2o1 (stereo not drawn) | -18.6 | 10.6 | 9.5 | -79.8 | -24.0 | -30.3 | 5.6 | -10.3 | -101.7 | -37.0 | -25.0
CCN1C(=NCCOC)N[C@@H](c2cccs2)C(C(=O)OC)=C1C | -6.4 | -7.5 | 16.3 | -0.9 | 2.4 | -31.2 | 5.0 | -3.8 | 8.4 | -13.9 | -9.1
COc1cc(NC(=O)CCN2CCOCC2)cc(OC)c1 | -4.2 | 3.0 | -5.2 | 8.4 | -1.0 | -7.2 | nt | -3.0 | 18.7 | -17.2 | 2.4
CN(Cc1c(F)cccc1Cl)c1ccc(S(=O)(=O)N2CCOCC2)cn1 | -0.3 | 10.9 | -11.9 | 15.9 | 8.3 | 9.4 | 2.2 | -5.7 | 10.7 | -21.7 | 7.4
Cc1onc(-c2ccccc2Cl)c1C(=O)Nc1nc2c(s1)CCCC2 | -11.7 | 51.6* | 0.8 | -106.5 | -21.0 | -13.3 | 4.8 | 24.7 | -197.6 | 81.9* | -39.4
Cc1ccc(NS(=O)(=O)c2cc3c(cc2Br)NC(=O)CO3)cc1C | -15.1 | 7.7 | 15.4 | 24.2 | 20.3 | 19.6 | nt | -2.8 | 14.6 | 9.9 | nt
COc1ccc(C2=NN(C(=S)Nc3ccccc3)C(c3ccccc3)C2)cc1 (stereo not drawn) | -15.4 | -3.1 | 8.2 | -12.6 | 5.2 | 6.2 | 4.3 | -7.9 | -19.2 | -12.1 | -4.3
Cc1sc2nc(C3CC3)nc(SCC(=O)N3CCc4ccccc4C3)c2c1C | 15.7 | 13.7 | 15.6 | 7.3 | 9.7 | 16.8 | -3.6 | 14.8 | 20.4 | 1.0 | 3.1
COc1ccc(/C(N)=N/OC(=O)COc2ccccc2Cl)cc1 | -23.4 | -82.9 | 11.1 | -289.3 | -87.8 | -29.9 | 2.2 | -1.3 | -279.7 | -86.3 | -66.1
Cc1cccc(NC(=O)N2CCCC2C(=O)NCc2ccccc2)c1 (stereo not drawn) | -4.5 | 1.1 | 7.8 | 14.7 | 6.1 | -22.3 | 3.6 | -3.6 | 19.1 | -5.4 | 1.5

Compound activity deposited in PubChem by several laboratories.

This is a subset; the hit share may differ from the screen's.
